# SSB-PriA inh – blocks PriA binding to SSB C-terminal tail; 0.6% of 430,000 active; AlphaScreen SSBct-PriA binding, biotinylated peptide; inhibition, % at 33 µM; in the data active = inhibition mostly above about 37%, no sharp cut-off; inactive = mostly below about 20%;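 also: plate controls were negative control peptide for no effect and reference peptide for full effect; strong numbers were not always called active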
# BoNT-A LC inh2 – blocks Botulinum neurotoxin A light chain protease; multiplex microsphere protease substrate cleavage, flow cytometry; AID 588499; inhibition, % at 10 µM; 0.17% of 360,000 active; also: plate controls were buffer without enzyme for full effect and enzyme alone for no effect
# VHR inh abs – DUSP3 (human) phosphatase inhibition | P51452 | recombinant VHR phosphatase, pNPP absorbance | inhibition, % at 13.3 µM | 0.52% of 290,000 active | AID 1654; in the data active = inhibition above about 50%; also: some compounds called inactive have numbers as strong as hits
# PfHsp40 rescue – restores yeast growth despite PfHsp40 toxicity; 0.68% of 340,000 active; growth rescue, % at 12.5 µM; S. cerevisiae expressing PfHsp40, growth rescue, ATP luminescence; in the data active = growth rescue above about 28%, passing the limit was not always enough;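 also: yeast W303a lacking pdr1 and pdr3 grown in galactose medium; growth measured after three days at 30 °C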
# CCHF vOTU inh – CCHFV vOTU protease inhibition. inhibition, % at 11.5 µM. 0.55% of 370,000 active. Pep-AMC fluorescence; in the data active = inhibition above about 30%; also: 0% = vehicle wells with enzyme and 100% = no enzyme wells
# Vc quorum ag – quorum light induction in luxS cqsA deficient V. cholerae | activation, % at 18.7 µM | V. cholerae BH1578 lux reporter, luminescence, 6 h | 0.16% of 350,000 active; in the data active = activation mostly above about 9.7%, no sharp cut-off; also: not every result past the cut was called active; inactives centre near 0; reference of the scale not given here
# Anthrax LF inh2 – blocks Bacillus anthracis lethal factor protease; AID 588501; 0.12% of 360,000 active; multiplex microsphere protease cleavage assay, LF; P15917; inhibition, % at 10 µM; also: plate controls were buffer without enzyme for full effect and enzyme alone for no effect
# 3CLpro inhibitor – SARS-CoV 3CLpro protease inhibition; 0.14% of 290,000 active; P0C6X7; recombinant SARS-CoV 3CLpro, quenched FRET peptide cleavage; inhibition, % at 6 µM; AID 1706; in the data active = inhibition above about 12%
# TcdB inh – blocks C. difficile toxin B glycohydrolase activity | P18177 | TcdB glycohydrolase enzymatic assay, plate reader | inhibition, % at 9.99 µM | 0.24% of 350,000 active | AID 652162; in the data active = inhibition above about 10%
# Yp Topo-I inh – blocks Yersinia pestis topoisomerase I activity | Y. pestis Topo-I cleavage product accumulation, plate reader | activity, % at 10 µM | 0.064% of 360,000 active | AID 504884; in the data active = activity above about 50%, passing the limit was not always enough; also: inactives centre near 2
# * = called active by the depositor; i = inactive; . = no result given; & = joins results of further samples. Rule as the data show it, unless noted: active = inhibition above about 30%; inconclusive = no clear call, values can overlap the other calls; inactive = below that. This is a subset (hit frequency here may not be typical).
SMILES,SSB-PriA inh,BoNT-A LC inh2,VHR inh abs,PfHsp40 rescue,CCHF vOTU inh,Vc quorum ag,Anthrax LF inh2,3CLpro inhibitor,TcdB inh,Yp Topo-I inh
O=C(Nc1cccc(F)c1)c1cc(S(=O)(=O)N2CCOCC2)ccc1N1CCCC1,-5,0.7,.,-1.7,.,i,-8,.,.,-1
COc1ccc(CCNC(=O)C2CCN(Cc3nc(-c4ccccc4F)oc3C)CC2)cc1OC,-13,3.1,22,-1.4,-7,i,3,3,.,6
O=C(N/N=C\c1ccc(S(=O)(=O)O)o1)c1ccc2c(c1)OCO2,.,-2.4,-12,-2.4,3,0.4,-8,0,0.0,-1
Cc1ccc(C(=O)Nc2cccc(N3C(=O)C4CCC(C)CC4C3=O)c2)cc1 (stereo not drawn),7,-2.2,19,1.0,-5,-0.3,-3,3,1.1,20
O=C(COc1ccccc1)NCCn1ccc2ccccc21,6,8.0,-16,1.0,-11,i,7,-8,.,3
CCN(CC)C(=O)CSC1=C(C#N)C(c2cccs2)C=C(C)N1 (stereo not drawn),-3,0.2,-11,-0.4,12,0.8,1,-2,.,2
CC(Nc1nc(-c2ccccc2O)nc2ccccc12)c1ccccc1 (stereo not drawn),1,-0.9,9,-0.2,14,-0.3,-2,0,-0.2,2
Cc1coc2c(C)c3oc(=O)c(CCC(=O)NCCCN4CCCC4=O)c(C)c3cc12,0,-0.7,-8,0.0,-8,-0.4,-3,1,-2.3,7
S=C1NCCc2ccc(Cl)cc2C1c1ccccc1 (stereo not drawn),-13,-0.1,27,0.4,5,.,1,4,.,-2
O=C(Nc1nnc(S(=O)(=O)N2CCCCC2)s1)c1cccc(Br)c1,-4,0.7,-2,1.5,.,-0.2,-11,4,.,2
COC(=O)[C@]12CCCCC=C1N(Cc1ccc(Cl)cc1Cl)C(=O)[C@H](CC(=O)N1CCN(C(=O)C3CC3)CC1)C2,.,-0.4,.,.,8,.,5,.,0.6,.
Cn1nc(C(=O)Nc2ccccc2N2CCCC2)c2ccccc2c1=O,2,0.9,-14,1.0,20,i,-4,-9,1.5,-2
O=C(Cc1cnc2ncnn2c1)N1CCc2c([nH]c3ccccc23)C1c1ccccc1F (stereo not drawn),4,-0.8,-1,-0.1,17,i,-7,5,0.6,4
COc1ccccc1/C=C\C(=O)NCC(=O)N/N=C/c1cccc(OC)c1O,.,0.8,11,0.1,9,-0.1,-2,-2,0.5,25
O=c1c2ccccc2c(=O)n(-c2ccccc2)n1-c1ccccc1,-13,-0.3,.,-0.9,-18,1.1,1,.,0.5,4
O=C(Nc1ccccc1-c1nc2ccccc2s1)c1ccc(Br)o1,-5,-0.3,-29,0.3,9,i,-3,5,.,0
Cc1ccccc1CN(C)CC(=O)Nc1cccc(S(=O)(=O)N(C)c2ccccc2)c1,-8,-0.1,32,0.2,10,i,0,2,0.4,-1
O=C(Nc1cccnc1)C(Cc1ccccc1)n1cccc1 (stereo not drawn),1,0.5,34,-1.0,-6,-0.1,2,7,0.1,-8
CCn1c(SC(C)C)nnc1-c1c[nH]c2ccccc12,-3,-0.8,17,1.5,4,i,-9,-2,4.8,2
CC(C)N1C(=O)CC2(CC[N+](C)(CCOC(=O)C(c3ccccc3)c3ccccc3)CC2)C1=O (stereo not drawn),-8,0.2,-3,0.3,7,1.4,-2,5,.,-2
CCN1C(=O)CCC(C(=O)O)C1c1ccc(OC)cc1 (stereo not drawn),-9,-1.7,6,-0.5,-4,i,20,1,1.4,-2
COc1ccc(S(=O)(=O)NCC(=O)Nc2ccc3c(c2)OCCO3)cc1OC,-1,0.1,2,-2.8,-9,-10,5,-3,0.3,-12
Cc1cc(C)nc(Nc2ncc(O)n2-c2ccc(C)c(C)c2)n1,-11,-0.7,-8,-0.1,-1,-0.1,-8,-3,.,8
CCS(=O)(=O)N1CCN(C(=O)CCC2CCCC2)CC1,2,-0.1,-9,-0.4,-12,28*,-18,-3,.,9
CCOC(=O)c1c(C)[nH]c(C)c1C(=O)COC(=O)COc1ccc(Cl)c(C)c1,-7,-0.5,.,-0.4,2,i,4,.,1.0,12
CCO[C@H]1OC(C(=O)NC2CC2)=C[C@@H](c2ccc(C(F)(F)F)cc2)[C@@H]1CCCO,-9,0.2,3,-0.3,5,0.0,-4,3,-1.0&-0.9,-12
CCC(C)Sc1ccc([C@@H]2[C@@H]3C(=O)N(CC)C(=O)[C@@H]3[C@]3(C(=O)OC)CCCCN23)cc1 (stereo partly drawn),-28,0.4,.,0.7,0,-0.4,-6,.,0.4,8
c1ccc2c(c1)CCCc1cc(NCCN3CCOCC3)nnc1-2,-1,-1.5,.,-0.3,2,i,-8,.,1.1,-3
Cc1ccc(NC(=O)COc2ccc(/C=C3/SC(=Nc4ccccc4)N(Cc4cccnc4)C3=O)cc2)cc1,-5,0.8,4,-1.3,5,1.1,12,0,.,6
C/C(=N\NS(=O)(=O)c1ccc(C)cc1)c1cc2ccccc2oc1=O,.,-0.2,2,0.8,13,-0.4,6,3,-0.7,-10
CCCSC1=C(C#N)C(c2ccc(O)c(OC)c2)CC(=O)N1 (stereo not drawn),-5,-0.4,21,-1.2,15,-0.3,-4,3,3.8,-1
COc1ccc(S(=O)(=O)N(C)C[C@@H]2Oc3c(NS(C)(=O)=O)cccc3C(=O)N([C@@H](C)CO)C[C@H]2C)cc1,-2,0.0,.,-0.7,2,-5.2,-1,.,0.3&1.9,7
c1ccc2c(C[n+]3csc4ccccc43)cccc2c1,-1,-1.2,41,-1.2,2,1.3,0,-4,.,0
CCOC(=O)c1nn(-c2ccccc2)c(=O)cc1SC(C)C,6,-0.2,7,0.3,6,0.6,-1,-2,.,7
CCOc1cc(C(=O)N2CCC(CC3CC(c4ccc(Cl)cc4)=NO3)(C(=O)NCC3CCCCC3)CC2)cc(OCC)c1OCC (stereo not drawn),-14,-0.2,24,1.3,28,i,-2,-3,1.3,16
Nc1cc(=O)[nH]c(SCC(=O)Nc2ccc(F)c(Cl)c2)n1,-19,-4.8,12,1.4,-4,i,1,1,.,2
Cc1ccccc1Nc1nc(N)nc(COC(=O)c2ccccc2)n1,-1,-0.7,11,2.9,-2,-0.6,0,0,.,-7
O=C(Nc1nccs1)c1c(O)c2c(n(Cc3ccco3)c1=O)CCCC2,3,1.6,-3,-0.7,-6,-0.3,3,2,1.0,11
COC(Cc1ccccc1N1CCCC1=O)OC,1,0.1,24,-0.4,-5,i,2,-2,0.6,-9
O=C(CNC(=O)c1ccc(Br)cc1)OCC(=O)c1ccccc1,-20,1.5,0,0.7,-11,-2.0,-1,0,-1.1,9
Cn1cccc1/C=C(/C#N)c1ccc(F)cc1,43,-1.3,4,0.5,-2,-0.2,2,0,-0.4,-2
N#Cc1c(-n2ccnc2)cccc1-n1ccnc1,-7,1.6,-4,0.7,-1,-3.1,-2,3,.,-3
CC(C(=O)NCc1ccco1)n1ccc2cc(S(=O)(=O)N3CCCCC3)ccc21 (stereo not drawn),-9,-1.2,-27,-0.9,19,-1.8,-6,1,0.5,24
CC(=O)OCCSc1c(-c2ccccc2)c2cc(Cl)ccc2[nH]c1=O,4,-1.1,18,3.6,10,-0.3,-2,3,.,27
CCOc1ccc2c(c1)c(N=NC(=N)N)c(O)n2C,6,-1.0,34,-0.6,10,1.0,-4,-2,0.2,-10
CC1CCCN(C(=O)C(C)Nc2cc(Cl)ccc2N2CCOCC2)C1 (stereo not drawn),25,10,-1,-0.5,6,-0.3,-19,0,1.1,12
Cc1cc(OC(C)C(=O)NC2CC(C)(C)NC(C)(C)C2)c2c(C)c(C)c(=O)oc2c1 (stereo not drawn),.,-0.1,.,.,-48,-0.3,-5,.,0.6,-1
CCC(NC(=S)NCc1ccc(F)cc1)c1ccccc1 (stereo not drawn),4,.,-12,-1.6,22,i,.,-1,-1.2,12
N#C/C(=C(/O)c1ccc(F)cc1)c1nc2ccccc2s1,-14,-1.2,14,-0.9,4,-0.3,-3,1,0.7,4
CC(C)(C)C(=O)c1sc2nc(-c3cccs3)cc(C(F)(F)F)c2c1N,-15,34*,0,0.3,-36,-0.4,34*,0,.,-8
COc1cccc(C(=O)N2CCN(CCCc3ccccc3)CC2)c1OC,0,-0.9,30,-2.1,2,i,-3,-4,.,10
O=C(NCCCn1ccnc1)C(=O)NCC1OCCN1S(=O)(=O)c1ccc(Br)cc1 (stereo not drawn),-2,-1.6,10,-0.3,3,-0.2,0,2,-14,-2
Cc1cccc(C(O)c2ncc(-c3ccc(Cl)cc3)[nH]2)c1C (stereo not drawn),.,-0.4,.,.,3,-0.8,-3,.,0.3,-1
CC1(C)OC2OC(COC(=O)c3ccc([N+](=O)[O-])cc3)C3OC(C)(C)OC3C2O1 (stereo not drawn),23,-1.0,-2,-1.6,-2,-0.2,2,3,.,3
CCCCC(=O)Nc1nnc(SCC(=O)NC2CC2)s1,-6,3.5,32,0.2,0,-0.4,-6,-3,2.2,-5
O=C(O)c1cc2nc(-c3ccccc3)cc(C(F)(F)F)n2n1,-16,2.5,8,0.6,-3,-0.4,-5,0,.,6
O=C(CN1C(=O)/C(=C\c2cccc(Br)c2)Oc2ccccc21)NCCCN1CCOCC1,-3,-0.1,-12,-1.9,3,-0.5,2,7,0.0,10
Cc1ccc(OCc2ccc(C(=O)Nc3nc4ccccc4n3C)o2)c([N+](=O)[O-])c1,6,0.2,30,-0.5,9,-0.7,0,2,-4.5,-2
N#Cc1cc(-c2ccccc2)nnc1Sc1ccc(Cl)cc1,-2,0.2,-23,0.1,12,-0.6,1,1,.,1
Cc1ccc(/C=N/NC(=S)NC2CCCCC2)o1,.,-2.5,-3,-0.4,15,-0.4,-7,0,-0.3,11
# Following part
SMILES,SSB-PriA inh,BoNT-A LC inh2,VHR inh abs,PfHsp40 rescue,CCHF vOTU inh,Vc quorum ag,Anthrax LF inh2,3CLpro inhibitor,TcdB inh,Yp Topo-I inh
CCOC(=O)N1C=CC=C[C@@H]2[C@@H](N3C(=O)c4ccccc4C3=O)C(=O)N21,-9,-2.3,5,-1.1,-15,-4.2,-1,2,0.6,5
Cc1ccc(C)c(C(=O)COC(=O)CN2C(=O)C3C4C=CC(C4)C3C2=O)c1 (stereo not drawn),-6,-0.2,17,-0.1,3,-3.6,16,6,1.1,12
CC(C)CC1C(=O)N(Cc2cn(CCC3OCCO3)nn2)CCS(=O)(=O)N1Cc1ccc(-c2cccc(CO)c2)cc1 (stereo not drawn),.,-0.2,.,.,-1,-0.4,-3,.,0.4,21
Cc1ccc(C(=O)CCS(=O)(=O)c2ccc(F)cc2)cc1,2,0.7,32,-1.7,16,-0.8,0,2,0.4,7
COc1ccc(NS(=O)(=O)c2cc(NC(=O)c3cnc(C)cn3)ccc2N2CCCC2)cc1,16,0.6,2,3.0,-5,-0.2,0,-5,.,20
C#CCOCCOCCOCCNc1nc(N2CCN(C(=O)[C@H]([C@@H](C)CC)n3cc(CCCCN)nn3)CC2)nc(N2CCN(C(=O)[C@H](CCCCN)n3cc(CCCC)nn3)CC2)n1,7,-0.1,.,33*,-3,i,-2,.,0.1,-5

# One compound at a time (already shown). Values in the order: SSB-PriA inh	BoNT-A LC inh2	VHR inh abs	PfHsp40 rescue	CCHF vOTU inh	Vc quorum ag	Anthrax LF inh2	3CLpro inhibitor	TcdB inh	Yp Topo-I inh
# COc1ccc(NS(=O)(=O)c2cc(NC(=O)c3cnc(C)cn3)ccc2N2CCCC2)cc1 is listed as 16	0.6	2	3.0	-5	-0.2	0	-5	.	20
# C#CCOCCOCCOCCNc1nc(N2CCN(C(=O)[C@H]([C@@H](C)CC)n3cc(CCCCN)nn3)CC2)nc(N2CCN(C(=O)[C@H](CCCCN)n3cc(CCCC)nn3)CC2)n1 is listed as 7	-0.1	.	33*	-3	i	-2	.	0.1	-5
# Cc1ccc(C(=O)CCS(=O)(=O)c2ccc(F)cc2)cc1 is listed as 2	0.7	32	-1.7	16	-0.8	0	2	0.4	7
# Cc1ccc(C)c(C(=O)COC(=O)CN2C(=O)C3C4C=CC(C4)C3C2=O)c1 (stereo not drawn) is listed as -6	-0.2	17	-0.1	3	-3.6	16	6	1.1	12

# From PubChem BioAssay
